bub3 – NCI yeast anticancer drug screen, S. cerevisiae bub3 mutant strain; growth inhibition, % at 50 µM; 78,000 compounds, 9.9% hits;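 note: 0% = growth of vehicle-only cultures of the same strain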
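Compounds were applied to a genetically altered yeast strain carrying a cell-cycle control defect. Growth inhibition was scored against vehicle-treated controls.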
yeast mlh1 rad18 – NCI yeast anticancer drug screen, S. cerevisiae mlh1 rad18 strain. % growth inhibition at 50 µM. 79,000 compounds, 11% hits;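 note: 0% = growth of vehicle-only cultures of the same strain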
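Genetically defined yeast (DNA repair-deficient) exposed to compounds; growth inhibition determined relative to vehicle.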
sgs1 mgt1 – NCI yeast anticancer drug screen, S. cerevisiae sgs1 mgt1 strain | 78,000 compounds, 10% hits | % growth inhibition at 50 µM;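 note: 0% = growth of vehicle-only cultures of the same strain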
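Compounds are added to genetically altered yeast, and growth is compared with cultures given vehicle alone to give percent inhibition.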
yeast cln2 rad14 – NCI yeast anticancer drug screen, S. cerevisiae cln2 rad14 strain; growth inhibition, % at 50 µM; 78,000 compounds, 8.3% hits;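 note: 0% = growth of vehicle-only cultures of the same strain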
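Compounds are applied to the cln2 rad14 yeast strain, and growth is then compared with that of vehicle-treated cultures to give inhibition.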
yeast mec2-1 – NCI yeast anticancer drug screen, S. cerevisiae mec2-1 strain. 79,000 compounds, 9% hits. % growth inhibition at 50 µM;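 note: 0% = growth of vehicle-only cultures of the same strain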
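Readout is yeast growth inhibition, normalised to vehicle-treated controls, in the mec2-1 strain exposed to compound.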
yeast rad50 – NCI yeast anticancer drug screen, S. cerevisiae rad50 strain; growth inhibition, % at 50 µM; 79,000 compounds, 10% hits; AID 155, 2004;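 note: 0% = growth of vehicle-only cultures of the same strain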
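A DNA repair-deficient yeast mutant serves as the test organism; compound-induced growth inhibition is calculated against vehicle-treated cells.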
Numbers without * were called inactive; x = not tested or not shown; & = joins results of further samples. Cut-off read from the data, not from the text of the source: active = growth inhibition above about 70%; inactive = the rest.

Every second line gives: bub3, yeast mlh1 rad18, sgs1 mgt1, yeast cln2 rad14, yeast mec2-1, yeast rad50
- CCOC(=O)O/C(=C\c1ccc(OC)cc1)c1c(OC(=O)OCC)n(C(=O)OCC)c2ccccc12
    12.7, 4.0, 7.0, 9.9, -4.3, -13.1
- CC(C)=CCN1c2ccccc2NC(=O)CC1C (configuration not stated)
    -10.9, -14.9, -6.5, 4.5, -66.7, -24.1
- Cc1[nH]n(-c2ccccc2)c(=O)c1/C=N\C(N)=S
    -48.0, -25.1, -34.1, -50.9, -37.9, -37.0
- CC1(C)OC2OC(C(O)COC(=O)c3ccccc3)C(F)C2O1 (configuration not stated)
    4.8, 49.9, -10.6, -7.4, 5.3, 12.9
- CC/C(C)=N/Nc1ccc([N+](=O)[O-])cc1[N+](=O)[O-]
    10.1&27.3, 43.5&-4.9, 13.9&2.7, 34.8&20.7, 1.0&3.4, 8.8&19.6
- O=C(OCC(OC(=O)c1ccccc1)C(OC(=O)c1ccccc1)C(OC(=O)c1ccccc1)C(COC(=O)c1ccccc1)OC(=O)c1ccccc1)c1ccccc1 (configuration not stated)
    -5.5, 7.7, 10.7, 5.5, 10.0, 22.1
- CC(=O)C1=CC2(OC3CCC(O)(C(=O)CO)C(C)O3)C(=O)c3c(cc4cccc(O)c4c3O)CC2C(O)C1O (configuration not stated)
    20.8, 9.7, 2.9, -21.2, -1.1, -6.2
- CCCC(O)C1CCCCC1O (configuration not stated)
    -2.5, 9.8, -12.8, 13.8, -11.8, -6.6
- C=CCn1c(N)c(C#N)c(C#N)c1-c1ccccc1
    -12.4, -41.7, -5.6, -7.6, 7.5, 6.4
- Nc1nc(N)nc(-c2ccc([N+](=O)[O-])o2)n1
    12.2, 41.6, 29.9, 20.8, 10.8, 41.8
- OC1Cn2cc(Br)c[n+]2C1 (configuration not stated)
    -2.0, -13.6, -21.5, 1.2, -5.5, 8.3
- CCCCOC(=O)c1ccc(Cl)c(Cl)c1
    3.0, 7.5, -14.9, -32.9, -3.2, -1.7
- O=C1C(=O)c2cccnc2C(O)=C1Cl
    -23.5, 19.7, -3.1, -20.4, -0.8, 3.2
- O=S(=O)(O)C(c1ccccc1)C(O)c1ccccc1 (configuration not stated)
    -20.9, -0.2, -14.4, -25.2, -8.9, 0.9
- Cc1ccc(Cc2cc(=O)[nH]c(=S)[nH]2)cc1
    -11.6, -3.4, -6.2, -26.9, 4.0, -1.1
- CN(Cc1ccccc1)C(=O)Nc1c(Cl)cccc1Cl
    8.8, 22.1, -2.1, 17.9, -6.7, 13.8
- CCC(=O)Oc1c(C(C)C)cccc1C(C)(C)C
    -31.4, -14.8, -19.7, -8.0, -31.6, -22.0
- N#Cc1[nH]c(=O)n(-c2ccccc2)c1N
    -17.2, -37.0, -60.2, -22.4, -57.8, -40.2
- N#CCC(=O)OCCCCOC(=O)CC#N
    x, 15.4, x, x, -22.3, -8.3
- O=C(O)COc1c(Cl)c(Cl)c(Cl)c(Cl)c1Cl.[Cu+2]
    89.2*, 86.3*, 92.7*, 86.0*, 93.7*, 88.0*
- Cc1ccc(-n2cc(-c3ccc(Cl)cc3)c3c2N=CN2NC(c4ccco4)=NC32)cc1 (configuration not stated)
    11.0, -15.3, -13.6, -12.4, 14.8, 5.1
- CCOc1nnnn1-c1ccccc1
    18.3, 3.6, 13.5, -15.9, 0.7, -4.2
- CCCS(=O)(=O)Nc1ccc(Nc2c3ccccc3nc3ccccc23)c(OC)c1
    37.6, 29.4, 82.8*, 52.0, 12.8, 7.1
- CNC(=S)N(C)c1ccccc1
    8.1, -23.3, -15.9, -57.4, -9.8, 0.6
- Nc1nc(=O)n(C2OC(CO)C(O)C2Cl)cc1I (configuration not stated)
    7.8, -0.8, 1.1, -5.1, -3.8, 10.4
- ClC(c1ccccc1)(c1ccccc1)c1ccc(-c2ccc(C(Cl)(c3ccccc3)c3ccccc3)cc2)cc1
    0.7, 8.1, -19.1, -1.6, -0.8, 3.8
- Cc1cccc(OC(=O)Nc2cccc(Cl)c2)c1
    15.9, 11.2, 42.0, 9.4, 15.8, 34.1
- COC(=O)/C=C(/CC(=O)OC)C(=O)OC
    -15.2, 10.8, -8.4, 77.8*, 9.4, 16.6
- O=c1c2ccccc2sc2c(CO)ccc(NCCN3CCCCC3)c12
    25.4, 40.1, 34.5, 24.5, 23.6, 71.2*
- Cc1ccc(S(=O)(=O)OCCN2C(=O)CCC2=O)cc1
    -0.9, 15.8, 4.7, 9.5, 8.8, 12.8

Some entries already given, reduced to sgs1 mgt1, yeast mec2-1 and yeast cln2 rad14:
mol	sgs1 mgt1	yeast mec2-1	yeast cln2 rad14
N#Cc1[nH]c(=O)n(-c2ccccc2)c1N	-60.2	-57.8	-22.4
N#CCC(=O)OCCCCOC(=O)CC#N	x	-22.3	x
O=C(O)COc1c(Cl)c(Cl)c(Cl)c(Cl)c1Cl.[Cu+2]	92.7*	93.7*	86.0*

Following part.
Every second line gives: bub3, yeast mlh1 rad18, sgs1 mgt1, yeast cln2 rad14, yeast mec2-1, yeast rad50
- COc1ccc([Se][Se]c2ccc(OC)cc2NC(C)=O)c(NC(C)=O)c1
    27.9, 7.2, 18.1, 16.1, -6.8, 19.8
- C/C(=N\N=C(/C)c1ccc(N)cc1)c1ccc(N)cc1
    13.9, 9.0, 1.9, -3.3, 5.0, 15.9
- CC1(c2cccc(N)c2)OCCO1
    12.7, 11.9, 7.3, -7.9, -7.2, 7.4
- CC(=O)Nc1ncn(C)c1S(N)(=O)=O
    -7.9, 15.5, -1.4, -16.3, -19.1, -4.3
- Cc1ccc(-c2cc(-c3ccccc3)c(C#N)c(=O)n2C2OC(CO)C(O)C(O)C2O)cc1 (configuration not stated)
    8.7, 3.0, 2.2, 28.1, -0.3, -6.5
- CN1NC(c2ccccc2)=C(C#N)C(=O)CC1c1ccccc1 (configuration not stated)
    8.9, 10.2, 13.1, -1.4, -2.5, 6.8
- CN1C(=O)c2ccccc2C(C(=O)O)C1c1ccc2c(c1)OCO2 (configuration not stated)
    1.0, -9.7, -4.5, 25.5, -15.4, -20.6
- Cc1nc2ncnc(N)c2[nH]1
    11.2, -6.0, -12.5, -28.7, -11.0, 3.5
- CC(C)(C)NC(=O)c1ccc(C(C)(C)C)cc1
    4.0, 13.2, -2.5, 7.8, -0.3, 21.2
- C=C1C2CCC3(CCC4C5(C)CCCC4(CN(CCO)C5)C3C2)C1O (configuration not stated)
    -13.4, -1.1, -4.5, 12.8, -39.9, -13.6
- CCOc1ccc2[nH]c(=S)sc2c1
    -1.5, 21.4, 29.9, 15.5, 12.9, 35.5
- O=C1CSC(=S)N1c1ccco1
    -13.1, 2.9, 17.9, 20.7, -20.1, 3.4
- Cc1cccc[n+]1CC(=O)c1ccccc1
    18.6, 20.9, 34.5, -3.6, 31.2, 17.2
- OC(Cc1cccnc1)(c1ccccc1)c1ccc(Cl)cc1 (configuration not stated)
    97.2*, 98.0*, 97.3*, 94.2*, 98.0*, 97.5*
- O=C1OC(c2ccc([N+](=O)[O-])cc2)=N/C1=C\c1ccc2c(c1)OCO2
    33.0, 17.9, 36.1, 5.7, 10.3, 25.8
- CCN(CC)CCCC(=O)Nc1cc(OC)cc2cccnc12
    -1.9, 13.4, -4.7, -2.5, 6.3, 3.6
- COc1cc(C(=O)NC(CCC(=O)O)C(=O)O)ccc1N(C)Cc1cnc2nc(N)nc(N)c2n1 (configuration not stated)
    40.4, 74.1*, 83.8*, -21.4, 97.2*, 89.8*
- Cc1nc(O)cc(=O)[nH]1
    -15.3, 10.1, -14.2, -7.0, -6.9, 17.7
- O=C(O)c1cccc(F)c1C(=O)O
    -3.0, 7.3, -1.5, -20.4, -3.6, -4.5
- CSCCC(NC(=O)C(CC(C)C)NC(=O)C1CCCN1C(=O)C(Cc1ccccc1)NC(=O)C(Cc1ccccc1)NC(=O)C(CCC(=O)O)NC(=O)OC(C)(C)C)C(N)=O (configuration not stated)
    0.9, -19.9, -30.8, -3.6, -28.9, -12.4
- O=C(CN1CCCCC1)N1CCc2c([nH]c3ccccc23)C1c1cccnc1 (configuration not stated)
    -43.1, -27.2, 26.9, 8.0, -33.6, -46.2
- CCCCCCCC(=O)N1CCCC(C)C1 (configuration not stated)
    -35.3, -3.9, 9.3, -5.8, -25.8, -7.8
- Nc1ccc2cc(S(=O)(=O)O)cc(O)c2c1
    6.8, 15.2, -34.5, -85.8, -4.5, 28.8
- CN(C)CCCC(C(N)=O)(c1ccccc1)c1ccccc1
    -8.2, -22.4, 9.8, -29.6, -16.2, -8.8
- COc1ccc(/C=C2\N=C(c3cccc(Cl)c3)OC2=O)cc1OC
    6.3, -7.8, 18.2, 12.2, 4.2, 14.6
- C=CCCCC1(C)CCNC1=S (configuration not stated)
    7.8, -4.8, 23.8, 14.2, -1.2, 2.9
- OC(Cc1cnnc2ccccc12)C(Cl)(Cl)Cl (configuration not stated)
    1.1, -13.8, -7.5, -1.8, -19.3, -16.4
- O=C(NCC(C(=O)OCc1ccccc1)C(=O)OCc1ccccc1)OCc1ccccc1
    -24.4, -12.3, 1.6, -14.1, -13.8, -8.9
- C=C[Si](C)(C)C
    25.3, 12.2, -2.5, -6.0, -9.7, -6.7
- CC(C)(C)OC(=O)C(C1NC(C(=O)O)C(C)(C)S1)N1C(=O)c2ccccc2C1=O (configuration not stated)
    -56.4, -17.4, -53.7, -42.1, -43.0, -29.8

Rewritten field by field: entries from further up
Nc1ccc2cc(S(=O)(=O)O)cc(O)c2c1
  bub3 = 6.8; yeast mlh1 rad18 = 15.2; sgs1 mgt1 = -34.5; yeast cln2 rad14 = -85.8; yeast mec2-1 = -4.5; yeast rad50 = 28.8

CN(C)CCCC(C(N)=O)(c1ccccc1)c1ccccc1
  bub3 = -8.2; yeast mlh1 rad18 = -22.4; sgs1 mgt1 = 9.8; yeast cln2 rad14 = -29.6; yeast mec2-1 = -16.2; yeast rad50 = -8.8

COc1ccc(/C=C2\N=C(c3cccc(Cl)c3)OC2=O)cc1OC
  bub3 = 6.3; yeast mlh1 rad18 = -7.8; sgs1 mgt1 = 18.2; yeast cln2 rad14 = 12.2; yeast mec2-1 = 4.2; yeast rad50 = 14.6

C=CCCCC1(C)CCNC1=S (configuration not stated)
  bub3 = 7.8; yeast mlh1 rad18 = -4.8; sgs1 mgt1 = 23.8; yeast cln2 rad14 = 14.2; yeast mec2-1 = -1.2; yeast rad50 = 2.9

(cont.)
Every second line gives: bub3, yeast mlh1 rad18, sgs1 mgt1, yeast cln2 rad14, yeast mec2-1, yeast rad50
- CC1=C2CCOC2=Nc2ccccc2O1
    -14.6, -6.2, 11.3, -1.8, -6.3, 15.8
- COC(=O)N/N=C(\c1ccc(OC)cc1)C(c1ccc(OC)cc1)C1(O)C(=O)Nc2c(C)cc(Cl)cc21 (configuration not stated)
    18.6, 18.6, -4.3, -30.6, 14.8, 20.1
- NC(=O)/C=C/C(N)=O
    -5.0, 2.7, -16.7, -13.5, -9.4, 13.6
- CN=NNc1ccccc1
    14.8, -6.4, -6.5, -29.2, 6.8, -1.4
- Cc1c([N+](=O)[O-])cc(C(C)(C)C)c(OC(=O)Nc2ccccc2)c1[N+](=O)[O-]
    9.6, 38.5, 52.0, 12.1, 43.9, 51.5
- O=[N+]([O-])c1ccc(OC2OC(CO)C(O)C(O)C2O)cc1 (configuration not stated)
    24.0, 10.2, -4.7, 5.1, -0.5, 31.2
- O=C1CSc2cc([N+](=O)[O-])ccc2N1
    70.2*, -5.2, -11.0, 22.4, -18.1, 21.1
- COC(=O)[C@@H]1c2cc3c(c(O)c2[C@@H](OC2OC(C)C(OC)C(C)(OC)C2OC)C[C@]1(C)O)C(=O)c1c(O)cc2c(c1C3=O)O[C@H]1O[C@]2(C)[C@H](O)[C@@H](N(C)C)[C@@H]1O (some centres not stated)
    91.2*, 89.8*, 92.3*, 90.6*, 93.0*, 90.8*
- COc1ccc2cc(OC)ccc2c1
    1.5, 14.0, -1.1, 22.0, -14.6, 5.0
- CCOC(=O)C1C(c2ccc(N(C)C)cc2)c2cc3c(cc2OC1(C)N1CCCC1)OCO3 (configuration not stated)
    -3.1, 2.9, -2.1, 14.3, 9.1, -13.6
- CCOC(=O)C(c1ccc(C)cc1)C(Cl)(Cl)Cl (configuration not stated)
    -11.5, 26.4, 3.9, -1.1, -9.6, 2.5
- Cc1ccc(C(=O)CC(N)C(=O)O)cc1 (configuration not stated)
    -2.2, 8.9, -3.0, 89.0*, -3.0, 12.2
- CCc1cccc(C)c1NC(=O)C(=O)CC(=O)CS(=O)(=O)c1ccc(C)cc1
    -8.8, 12.5, -6.0, -0.8, -15.2, -13.4
- CCCCCCCC1(N=[N+]=[N-])C(=O)c2ccccc2N(C)C1=O (configuration not stated)
    64.5, 76.3*, 79.5*, 68.7, 81.2*, 79.3*
- O=S(CC(O)(c1ccccc1)c1ccccc1)c1ccccc1 (configuration not stated)
    30.9, 23.5, 18.0, 36.2, 14.4, 6.5
- CCN(CC)CCCC(C)Nc1c2cc(OC)cc(C)c2nc2c(C)c(Cl)ccc12 (configuration not stated)
    4.3, 29.4, 13.8, 19.2, 50.6, 21.6
- CN1CC(O)c2cc(N=NC(N)=O)c(O)cc21 (configuration not stated)
    -7.2, -2.5, -4.8, 5.8, -9.5, -16.6

Compound activity (PubChem)
